E-selectin induc – E-selectin induction in HUVECs, primary screen, imaging, HUVEC, immunofluorescence imaging, single point. normalized: neutral wells 0, TNF-alpha wells 100. P16581. 260,000 tested, 0.37% active. activation, % at 7.58 µM;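 active = mean E-selectin-positive cell signal at least 10% of the positive control, reached in at least 60% of replicates, without over 20% cell loss; inconclusive = no rule given, readout overlaps actives, possibly toxicity-flagged; inactive = the rest, including those meeting only one limit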;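 note: in these data hits start at about 27%; measured in HUVEC primary endothelial cells; signal is the percent of cells scored E-selectin positive by PE staining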
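Material: HUVEC primary endothelial cells; Amount: 3,000 cells per well; Dosing: single concentration; Medium: EGM-2 growth medium on 0.1% gelatin-coated wells; Read-out basis: percent E-selectin-positive cells; Signal: immunofluorescence imaging; Control set: TNF-alpha, DMSO.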
Cneo AK release – Cryptococcus neoformans cell lysis inducers, primary screen, AK release luminescence, single concentration; C. neoformans lysis, adenylate kinase release luminescence, 4 h; normalised: neutral wells 0, clomiphene wells 100; lysis activity, % at 15 µM; 360,000 tested, 0.2% active; AID 651654, 2012;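 active = mean lysis activity across replicates of at least 80%, whatever share of replicates individually reach that level; inactive = mean lysis activity below 80%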
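Test system: log-phase Cryptococcus neoformans yeast cells. Input: 5 × 10^6 yeast cells/mL. Medium: fresh YPD growth medium. Doses: single dose. Incubation: static 4 h at 37 °C with compound, 1 h detection. Measured by: luminescent adenylate kinase detection reagent. Read-out: signal increase indicating cell lysis. Benchmarks: Clomiphene.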
miR122 inh – miR-122 Renilla sensor signal increase in Huh7, primary screen, miR-122 inhibitor project, cell-based, single point, plate reader; Huh7 miR-122 Renilla luciferase sensor, 48 h; neutral wells = 0, positive control = 100; activation (reporter increase), % at 12.5 µM; 340,000 tested, 0.3% active;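 active = mean replicate activation score at least 90 and every replicate individually at or above 90; inconclusive = only one of the two criteria met; inactive = neither criterion met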;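 note: higher luciferase means less miR-122 activity so hits act as miR-122 inhibitors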
RAD52 anneal inh – RAD52 DNA annealing inhibitors, primary screen, biochemical, FRET, single point, set 2; inhibition, % at 18.7 µM; AID 651710, 2012; 360,000 tested, 0.46% active; recombinant RAD52 DNA annealing, FRET fluorescence;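 active = every replicate showing at least 50% inhibition; inconclusive = mean inhibition at least 50% but not in every replicate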
PglD inh – C. jejuni PglD acetyltransferase inhibitors, primary screen, biochemical, DTNB colorimetric, single point; UDP-N-acetylbacillosamine N-acetyltransferase PglD (Campylobacter jejuni); purified PglD enzyme, DTNB colorimetric CoA detection; inhibition, % at 12.5 µM; 360,000 tested, 0.098% active; in the data active = inhibition above about 16%, passing the limit was not always enough; inconclusive = no clear call, values can overlap the other calls; note: strong numbers were not always called active
RAD54 inh – inhibitors of human RAD54 branch migration, primary screen, biochemical, fluorescence, single point. DNA repair and recombination protein RAD54-like (Homo sapiens), Q92698. RAD54 Holliday junction branch migration, FAM/BHQ fluorescence. inhibition, % at 10.4 µM. 360,000 tested, 0.14% active. AID 602329, 2012;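 active = mean normalized replicate activity at least 40 and at least half of replicates scoring 40 or more; inconclusive = only one of the two criteria met; inactive = mean below 40 and under half of replicates reaching 40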;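 note: 0% = median of neutral control wells and 100% = median of positive control wells; inhibitors cause a drop in the FAM fluorescence signal; in these data hits start at about 50%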
Target sequence (Q92698 whole entry, looked up): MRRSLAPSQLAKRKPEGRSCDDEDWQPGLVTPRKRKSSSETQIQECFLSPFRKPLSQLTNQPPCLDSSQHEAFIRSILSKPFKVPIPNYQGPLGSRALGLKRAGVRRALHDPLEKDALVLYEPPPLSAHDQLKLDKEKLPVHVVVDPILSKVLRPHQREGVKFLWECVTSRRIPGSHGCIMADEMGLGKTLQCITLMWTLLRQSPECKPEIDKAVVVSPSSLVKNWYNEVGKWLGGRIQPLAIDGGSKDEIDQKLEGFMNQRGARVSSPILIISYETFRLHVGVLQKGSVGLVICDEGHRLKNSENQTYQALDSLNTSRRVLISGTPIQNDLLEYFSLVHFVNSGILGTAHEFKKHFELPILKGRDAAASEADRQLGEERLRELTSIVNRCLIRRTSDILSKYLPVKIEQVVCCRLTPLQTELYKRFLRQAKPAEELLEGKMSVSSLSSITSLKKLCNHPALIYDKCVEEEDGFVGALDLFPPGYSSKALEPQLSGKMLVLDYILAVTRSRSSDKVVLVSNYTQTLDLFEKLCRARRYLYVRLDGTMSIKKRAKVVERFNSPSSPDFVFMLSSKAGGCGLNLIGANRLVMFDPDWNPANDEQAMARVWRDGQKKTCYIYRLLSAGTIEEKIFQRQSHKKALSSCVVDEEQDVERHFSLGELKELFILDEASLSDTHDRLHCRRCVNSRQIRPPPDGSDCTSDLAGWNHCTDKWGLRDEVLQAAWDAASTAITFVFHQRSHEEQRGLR
ERAP1 HTS inh – human ERAP1 aminopeptidase inhibitors, primary screen, biochemical, single point, plate reader. Endoplasmic reticulum aminopeptidase 1 (Homo sapiens), Q9NZ08. recombinant ERAP1, Leu-AMC fluorescence, 60 min. inhibition, % at 10.7 µM. 340,000 tested, 0.15% active. AID 652197, 2013;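 active = mean replicate inhibition of at least 30%, or all replicates individually reaching that 30% level; inactive = mean below 30% and not every replicate reaching it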;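 note: 0% = neutral control wells and 100% = L-leucinethiol positive control wells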
PGC1a acetyl inh – inhibitors of PGC1a acetylation signal, primary screen, cell-based, U2OS, AlphaScreen, inhibitor mode | AlphaScreen anti-acetyl-lysine; with virally co-expressed GCN5 acetyltransferase | inhibition, % at 15.6 µM | 350,000 tested, 0.17% active | AID 651687, 2012;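 active = every replicate shows inhibition of at least 40%; inconclusive = mean inhibition at least 40% but some replicate below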;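 note: 0% = neutral control wells and 100% = positive control wells; some results beyond the cut were filed as inactive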
An asterisk follows results filed as active; ? = inconclusive; . = not tested or not shown; [ ] = remark or other dose. Outcome played no part in choosing rows. About 1.4% of those tested had a hit in this group.

SMILES	E-selectin induc	Cneo AK release	miR122 inh	RAD52 anneal inh	PglD inh	RAD54 inh	ERAP1 HTS inh	PGC1a acetyl inh
CCC(=O)N(C)C[C@@H]1Oc2ncc(-c3ccc(C)cc3)cc2C(=O)N([C@@H](C)CO)C[C@H]1C	-0.3	-2	-1[16.7 µM]	0	1	2	3	5
O=C(Cn1nnc(-c2ccccc2NC(=O)c2ccco2)n1)NC1CCCCC1	.	5	-7	-13	-2	0	0	-5
COCC(=O)Nc1ccc2c(c1)C(=O)N(C)[C@H]1CC[C@H](CC(=O)NCc3ccccc3)O[C@H]1CO2	-0.2	41	5[16.7 µM]	11	1	7	0	10
C[C@@H]1CN([C@H](C)CO)C(=O)c2cc(NC(=O)Cc3cn(C)c4ccccc34)ccc2O[C@H]1CN(C)Cc1ccncc1	-2.0	4	10[16.7 µM]	5	5	4	5	-8
CN(C)C(=O)c1ccc(-c2ccc3c(c2)[C@H]2[C@H](CCN2C(=O)c2ccc4c(c2)OCO4)[C@@H](CO)N3)cc1	-0.2	3	12[16.7 µM]	.	1	12	.	0
Cc1noc(C)c1NC(=O)Nc1ccc2c(c1)CC(=O)N([C@H](C)CO)C[C@@H](C)[C@H](CN(C)Cc1ccncc1)O2	.	1	3[16.7 µM]	2	-11	11	-4	8
OCCN1CCN(CCOc2ccccc2-c2ccccc2)CC1	.	1	0	-5	6	-4	-1	-11
Cc1ccc(C(=O)N/C(=C/c2ccccc2)C(=O)NCC2CCCO2)cc1 (configuration not stated)	.	2	-2	6	6	6	-4	0
Cc1cc(OC(C)C(=O)NC2CCN(Cc3ccccc3)CC2)c2c(C)cc(=O)oc2c1 (configuration not stated)	.	7	1	.	-3	8	.	-6
CCc1nc2c(OCc3cccc(Cl)c3)cccn2c1N(C)C(=O)c1ccco1	0.3	-1	22	-31	-4	-11	-1	24
O=C(C1CCCC1)N1[C@H](CO)[C@@H](c2ccccc2)C12CN(CCC(F)(F)F)C2	0.0	.	.	6	.	.	-1	-6
C[C@H](CO)N1C[C@H](C)[C@H](CN(C)C)Oc2cc(C#CC(C)(C)O)ccc2S1(=O)=O	-0.4	-15	-3[16.7 µM]	3	4	-1	1	-2
COc1ccc(NS(=O)(=O)c2ccc(C)c(C(=O)N(C)Cc3ccc(OC)cc3OC)c2)cc1	4.5	0	.	4	0	15	1	.
O=C(CSc1nnc(Cc2ccccc2)o1)NC1CC2CCC1C2 (configuration not stated)	.	1	-2	.	-3	4	.	-5
Cc1cccc2sc(NS(=O)(=O)c3ccccc3)nc12	-0.9	-2	19	-12	-4	-3	0	0
C[C@H]1CN([C@@H](C)CO)C(=O)c2cc(C#Cc3ccccc3)cnc2O[C@H]1CN(C)C(=O)c1ccccc1	0.1	-13	-5[16.7 µM]	0	2	-8	0	8
Cc1ccc(C)c(NC(=O)COC(=O)c2cccc3c2C(=O)c2ccccc2C3=O)c1	-0.3	1	-5	0	7	4	11	-16
C=CCc1ccc(OCCCNCc2ccccc2)c(OC)c1	.	0	0	14	6	7	-1	-11
CN1C(=O)c2cc(NC(=O)c3ccc(F)c(F)c3)ccc2OC[C@@H]2O[C@@H](CC(=O)N[C@@H]3CCN(Cc4ccccc4)C3)CC[C@H]21	0.2	15	.	27	2	3	-1	.
O=C(O)/C=C\C(=O)Nc1ccc(N2CCN(c3ccc(Cl)c(Cl)c3)CC2)cc1	.	-15	-5	-8	4	7	6	15
CN1CCN(c2ccc(Cl)cc2NC(=O)c2ccc(S(=O)(=O)N3CCCCCC3)cc2)CC1	.	-2	-40	.	-1	-3	.	-12
CC(=O)COc1cc(C)cc2oc(=O)c(C)c(C)c12	.	0	-3	.	6	2	.	-3
Cc1ccc(OCc2nc(C#N)c(NCCCn3ccnc3)o2)cc1	.	2	-2	.	-5	-16	.	-5
N#CCC(=O)Nc1ccc(C(=O)NCCc2c[nH]c3ccccc23)cc1	0.0	0	-1	-30	2	0	2	-7
CCCc1nc2c(c(=O)c3ccccc3n2C)c(=O)n1C1CCCCCC1	4.5	-5	-11	-27	-5	-2	-1	-1
Cc1nc(NC2=NCN(CCCN3CCOCC3)CN2)nc2c(C)cccc12	.	2	19	.	2	81*	.	10
c1ccc2c(c1)NC1(CCCC1)n1c-2nc2ccccc21	.	0	.	-7	1	-4	-51	2
CCN(CC)S(=O)(=O)c1cccc(NC(=O)COC(=O)c2cccs2)c1	2.8	1	-2	-18	-1	-2	0	-10
CCC(=O)N1C[C@H](O)COC[C@H]2O[C@@H](CC(=O)NCC3CCCCC3)CC[C@@H]21	-0.2	5	6[16.7 µM]	1	2	1	2	1
CCn1c(SCC(=O)C(C)(C)C)nnc1-c1cnccn1	.	4	2	.	3	3	.	-5
CCOc1ccc(NC(=O)CCSc2ccc3ccccc3n2)cc1	.	0	-4	-21	2	-1	0	-7
C[C@H](CO)N1C[C@H](C)[C@H](CN(C)C(=O)Nc2ccc(C(F)(F)F)cc2)OCCCC[C@H](C)Oc2ccc(NC(=O)C3CCCCC3)cc2C1=O	0.3	2	22[16.7 µM]	7	-1	9	1	4
Cc1ccc(Nc2nc(C)cc(C)c2C(N)=O)c(C)c1	.	1	1	-27	3	4	-1	?
COCCN(Cc1nc(C(c2ccccc2)c2ccccc2)no1)C(C)C	0.1	-2	2	-13	-1	-8	-2	23
O=C(O)COc1ccc(/C=C/C(=O)c2ccc(C3CCCCC3)cc2)cc1	0.7	-4	-2	-11	-4	4	-3	.
O=C(Cc1ccccc1)Nc1cccc([N+](=O)[O-])c1	.	2	.	-13	-12	3	5	.
CN1CCN(c2ccc(NC(=S)NC(=O)c3cccc4c(Br)cccc34)cc2)CC1	.	2	6	1	-4	0	-4	-15
CCOC(=O)NC1(C(F)(F)F)NC(=O)N(Cc2ccco2)C1=O (configuration not stated)	.	-5	-4	-15	-2	11	0	5
CC(=NNC(=O)c1cccc(S(=O)(=O)N2CCCC2)c1)c1ccccc1	.	-1	.	-11	4	4	-8	.
COc1ccc(/C=N/Nc2nc(Nc3ccccc3)nc(N3CCCCC3)n2)cc1OC	.	2	-5	.	3	1	.	-6
COc1ccc(C(=O)NCC23C=CC(O2)C2C(=O)N(Cc4ccccc4)C(=O)C23)cc1 (configuration not stated)	.	4	-6	.	-1	-14	.	5
O=C(NCCCN1CCOCC1)c1cc2c(s1)CSC2	.	9	.	.	1	2	.	-6
COc1cc2c(-c3ccc4[nH]ccc4c3)c(-c3ccc(C#N)cc3)oc(=O)c2cc1OC	0.0	1	0	-9	2	-1	4	-13
COc1ccc2c(CSc3nc4nc(C)cc(C)n4n3)cc(=O)oc2c1	.	0	-4	.	11	8	.	-1
CC1CCCC(NC(=O)C2CCN(S(=O)(=O)N3CCOCC3)CC2)C1C (configuration not stated)	.	-1	2	.	5	-3	.	-6
CCOc1ccc(N2CC(C(=O)NCCN3C(=O)S/C(=C/c4cccnc4)C3=O)CC2=O)cc1 (configuration not stated)	0.2	1	-13	-13	4	-6	-1	5
COc1ccc(C(=O)Nc2cccc([N+](=O)[O-])c2)cc1Br	.	0	-5	.	0	-13	.	-17
Nc1ccc(C(=O)N/N=C/c2ccc(N3CCOCC3)s2)cc1	-0.9	4	2	-28	5	-3	-3	1
COc1cc(OC)cc(C(=O)NCC(=O)N2CCN(c3ccc(O)cc3)CC2)c1	0.1	-5	0	-10	-5	14	6	.
CCCC(=O)N1CC2(CN(C)C2)c2c(n(C)c3cc(OC)ccc23)[C@H]1CO	1.0	.	.	-14	.	.	4	3

The closing three compounds of the section before are carried over, then new ones follow:
SMILES	E-selectin induc	Cneo AK release	miR122 inh	RAD52 anneal inh	PglD inh	RAD54 inh	ERAP1 HTS inh	PGC1a acetyl inh
Nc1ccc(C(=O)N/N=C/c2ccc(N3CCOCC3)s2)cc1	-0.9	4	2	-28	5	-3	-3	1
COc1cc(OC)cc(C(=O)NCC(=O)N2CCN(c3ccc(O)cc3)CC2)c1	0.1	-5	0	-10	-5	14	6	.
CCCC(=O)N1CC2(CN(C)C2)c2c(n(C)c3cc(OC)ccc23)[C@H]1CO	1.0	.	.	-14	.	.	4	3
CN(C)C(=O)c1ccc(NC(=O)COC(=O)C2=COCCO2)cc1	0.2	0	-1	-13	-6	-10	1	0
O=C(O)COc1ccc(Br)cc1/C=C1/SC(=O)N(CC(=O)N2CCCC2)C1=O	.	1	-5	.	3	-3	.	2
COc1cccc(C(=O)Nc2ccc3c(c2)C(=O)N(C)[C@H]2CC[C@@H](CC(=O)N[C@@H](C)c4ccccc4)O[C@@H]2CO3)c1	0.0	43	26[16.7 µM]	-3	1	-3	-4	3
COc1ccccc1C(=O)NC(=S)Nc1ccccc1N1CCCCC1	-0.2	3	.	-3	2	8	-5	-3
C[C@@H]1CN([C@H](C)CO)C(=O)c2cc(NC(=O)c3ccncc3)ccc2O[C@@H]1CN(C)C(=O)Nc1ccc(F)cc1	-2.1	-3	-5[16.7 µM]	-1	-3	-13	-1	6
C[C@@H](NC(=O)C[C@H]1CC[C@H](NC(=O)c2cccnc2)[C@H](CO)O1)c1ccccc1	-0.1	-5	0[16.7 µM]	-7	4	1	0	-11
COc1cccc(C#Cc2ccc([C@@H]3[C@@H](CO)N4C(=O)CN(C(=O)Cc5cccnc5)C[C@H]34)cc2)c1	-0.1	.	.	-35	.	.	-6	-4
Cc1ccc(OC(=O)N(C)C[C@H]2OCc3ccccc3-c3ccccc3C(=O)N([C@@H](C)CO)C[C@@H]2C)cc1	0.3	0	.	.	-1	-1	.	6
COc1ccc(-c2c(-c3ccccc3OC)sc3ccccc23)cc1C=O	0.2	1	3	-10	-2	4	-4	-3
O=C(CCN1C(=O)c2ccccc2C1=O)Nc1ccc2c(c1)OCCO2	.	0	0	-9	-4	-1	-2	-6
Cc1ccc2c(c1)N(S(=O)(=O)c1ccc(F)cc1)C(C(C)(C)C)CO2 (configuration not stated)	-0.8	1	-11	.	-2	-4	.	-13
CC1CCCC(NC(=O)COC(=O)c2cc(S(=O)(=O)N3CCOCC3)ccc2F)C1C (configuration not stated)	-0.7	0	-4	-13	1	0	-3	0
COc1cc2c(cc1OC)CN(CC(=O)Nc1ccc(F)cc1F)CC2	0.3	0	.	-29	9	-11	-5	-10
N/C(=N\OC(=O)CCCOc1ccccc1)c1ccc([N+](=O)[O-])cc1	.	.	-5	-14	.	.	2	90*
Cc1cc(OCc2cc(C(=O)N3CCN(C)C(=O)[C@@H]3C)no2)cc(C)c1Cl	.	3	-7	-11	-4	4	7	3
